Compound activity as filed in PubChem.
MMP13 inhibition: MMP13 inhibitors among fluorescent compounds, confirmation, biochemical, possible fluorescent artifacts, delta fluorescence (AID 734). inhibition, %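 (each compound tested at 4 µM nominal in triplicate)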. MMP13 fTHP FRET cleavage, delta fluorescence 4 h; hits give high values. 5,100 tested, under 10 active. Collagenase 3 (Homo sapiens);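 active means inhibition above the mean inhibition over all tested compounds plus 3 SD, cut at about 75% in these data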;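 further: 0% = DMSO only wells and 100% = 8 µM reference MMP13 inhibitor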
An asterisk follows results filed as active. These rows are one share of the data, so the mix of outcomes need not match the whole.

SMILES	MMP13 inhibition
O=S(=O)(Nc1nc(CN2CCOCC2)nc2sc3c(c12)CCCC3)c1cc(F)ccc1F	3
COC(=O)c1cc(OC)c(OC)cc1NC(=O)CCCCCN1C(=O)CCC1=O	3
CC(=O)Nc1ccc2nc(-c3cccnc3)[nH]c2c1	1
Cc1ccc2cc(C#N)c(N3CCCN(S(=O)(=O)c4ccccc4)CC3)nc2c1	3
CCC(=O)Nc1ccc2c(c1)C(=O)N(C1CCCCC1)C2=O	-1
Cc1cc(C)n2cc(CSc3nc4cc(Cl)ccc4o3)nc2n1	3
CN1CCN(CCCNC(=O)Cn2ncc3c4ccccc4n(C)c3c2=O)CC1	-1
CCCCNC(=O)c1cc2c(=O)n3cccc(C)c3nc2n(Cc2ccncc2)c1=N	-127
Cc1ccc(-n2c(Cc3cccn3C)nnc2SCC(=O)Nc2ccc3c(c2)OCO3)cc1	4
CCOc1ccc2[nH]c(=O)c(CN(Cc3ccco3)C(=O)c3cccc(F)c3)cc2c1	-1
Cc1nc2c(C(=O)N3CCCCC3)cnn2c(C)c1Cc1ccccc1F	4
COc1cc(NC(=O)c2cc3c(=O)n(C)c4ccccc4c3n2C)cc(OC)c1OC	1
C=CCNC(=O)C(C#N)c1nc2ccccc2nc1N1CCCCCC1 (stereo not drawn)	4
COc1ccccc1N1CSC2=C(C#N)C(c3ccc(SC)cc3)CC(=O)N2C1 (stereo not drawn)	6
CC(=O)N1CCc2cc3nc(C)cc(C)c3cc21	-41
COc1ccc(-c2nc(C#N)c(N3CCOCC3)o2)cc1OC	11
COc1ccc(OC)c(C2NC(=O)c3sc(=S)n(-c4ccccc4)c3N2)c1 (stereo not drawn)	3
O=c1[nH]c2cc3c(cc2cc1CN(CC1CCCO1)S(=O)(=O)c1ccc(Cl)cc1)OCCO3 (stereo not drawn)	7
O=C(O)c1c(-c2ccccc2)c2oc3ccccc3c2[nH]c1=O	7
Cc1cc(NCCN2CCOCC2)n2c(nc3ccccc32)c1C#N	19

Reprinted at random: 6 entries already listed
SMILES	MMP13 inhibition
CC(=O)N1CCc2cc3nc(C)cc(C)c3cc21	-41
CCC(=O)Nc1ccc2c(c1)C(=O)N(C1CCCCC1)C2=O	-1
CN1CCN(CCCNC(=O)Cn2ncc3c4ccccc4n(C)c3c2=O)CC1	-1
COC(=O)c1cc(OC)c(OC)cc1NC(=O)CCCCCN1C(=O)CCC1=O	3
Cc1nc2c(C(=O)N3CCCCC3)cnn2c(C)c1Cc1ccccc1F	4
Cc1cc(C)n2cc(CSc3nc4cc(Cl)ccc4o3)nc2n1	3

Following part:
SMILES	MMP13 inhibition
COc1ccc2cc3cc(C(=O)N4CCN(Cc5ccc6c(c5)OCO6)CC4)oc3nc2c1	-14
CCOC(=O)Cc1c(C)nc2c(C#N)c(C)nn2c1C	4
COc1cccc2c(=O)c(C/C=C(/C)Cl)c(C)[nH]c12	-4
Nc1cc(C(=O)O)ccc1Nc1ccccc1	1
CCOC(=O)c1cc2c(=O)n3ccccc3nc2n(CCOC)c1=NC(=O)C(C)(C)C	-36
Nc1nnc(-c2cc3ccccc3oc2=O)s1	6
Cc1nn(-c2ccccn2)c2c1-c1nc(N)ncc1CC2	-3
CCC1=C(C(=O)OC)C(c2cc(OC)ccc2OC)C(C#N)=C(N)O1 (stereo not drawn)	2
c1ccc2c(c1)[nH]c1c(NCC3CCCO3)ncnc12 (stereo not drawn)	7
COc1cc2c(cc1NCc1ccccn1)oc1ccccc12	2
Oc1ccc(CN2CCCCC2)nc1-c1ccccc1	14
C=CCn1c(COc2cccc3ccc(C)nc23)nnc1SCC(=O)OC	7
O=C1CCCN1CN(C(=O)c1ccc2c(c1)OCO2)c1cccc(Cl)c1	2
C=CCc1c(C)[nH]c(=S)c(C#N)c1C	5
COCCNC(=O)c1c(N)n(CCC2=CCCCC2)c2nc3ccccc3nc12	-9
CN(C)CCCn1c(N)c(C#N)c2nc(C#N)c(C#N)nc21	5
CCc1ccc(C2CC(c3cccc(Cl)c3)n3nc(N)nc3N2)cc1 (stereo not drawn)	3
COc1ccc2c(C)c(Cl)c(=O)oc2c1	3
Cc1nc2nc(-c3ccccc3)[nH]n2c(=O)c1Cc1ccccc1	3
CN(C(=O)C1CCCO1)c1nnc(-c2ccccn2)s1 (stereo not drawn)	-76
Cc1c(C)c2cc(Cl)c(O)c(CN3CCCC(C)C3)c2oc1=O (stereo not drawn)	-70
COc1ccc(N2CCN(C(CNC(=O)C3CCCCC3)c3cccnc3)CC2)cc1 (stereo not drawn)	2
CC(C)C1Cc2c(C#N)c(N)n(C)c(=S)c2CO1 (stereo not drawn)	3
CCOC(=O)C1CCN(c2ncnc3c2[nH]c2cccc(OC)c23)CC1	7
CCCn1c(=O)[nH]c(=O)c2c1nc(-c1ccc3c(c1)OCCO3)n2CCN1CCOCC1	5
O=C(CCSc1nnc2ccccn12)Nc1ccc(F)cc1	3
COc1ccc2nc3sc(C(=O)N4CCN(C)CC4)cc3cc2c1	12
CCOC(=O)c1c(-c2ccccc2)csc1NC(=O)c1nn(CC)cc1Br	9
O=c1oc2c3c4c(cc2c2c1CCC2)OCCN4CCC3	-74
CCOc1ccc(-c2cc3nc(C4CCN(C(=O)OC(C)(C)C)CC4)c(C(=O)O)cn3n2)cc1	4
Cc1cc(N2CCOCC2)nc2ccc(NC(=O)CCC(=O)N3CCCC(C)C3)cc12 (stereo not drawn)	3
CC(C)OCCCNc1ncnc2c1[nH]c1ccc(F)cc12	-3
CCOC(=O)Cn1nnnc1C(CC)N(Cc1cc2ccc(C)cc2[nH]c1=O)C1CCCC1 (stereo not drawn)	6
COc1cccc(C2/C(=C(/O)c3cnn(-c4ccccc4)c3C)C(=O)C(=O)N2CCN(C)C)c1 (stereo not drawn)	6
O=c1[nH]c2cc3c(cc2cc1CN(CCCO)Cc1nnnn1Cc1ccc(F)cc1)OCO3	5
CN(C)CCCNc1oc(-c2ccc(Cl)cc2)nc1C#N	-6
CCc1cc2c(=O)c(Oc3ccccc3F)c(C)oc2c(CN(C)C)c1O	-9
c1coc(-c2nnc(-c3ccc4c(c3)OCO4)o2)c1	-4
CCCn1c(SCC(=O)Nc2ccccc2N2CCCCC2)nc2c1c(=O)n(C)c(=O)n2C	5
CC(C)c1nc(N2CCN(C(=O)c3ccccc3)CC2)c(C#N)c2c1COC(C)(C)C2	0
O=c1[nH]c2ccccc2nc1C(F)(F)C(F)F	2
CC(C)CC(=O)Nc1ccc2oc(-c3cccnc3)nc2c1	-13
O=C(CC1Nc2ccccc2NC1=O)Nc1ccccc1 (stereo not drawn)	5
O=c1c2ccccc2oc2nc3n(c(=O)c12)CCCS3	5
CCOc1ccc(-c2nc(C#N)c(N3CCOCC3)o2)cc1	-6
CCOC(=O)c1c(C)[nH]c(C(=O)CSc2nc3ccccc3o2)c1C	4
Cc1c(C)c2cc(Cl)c(O)c(CN(C)C)c2oc1=O	1
CC1CCCCN1CCNC(=O)c1cnn2ccccc12 (stereo not drawn)	5
Cc1cccc(-n2c(SCCC(=O)O)nnc2-c2cccs2)c1C	7
O=C(NCc1ccco1)c1c2c(nc3ccccc13)CCC2	5

A stretch from the list above, as a working copy:
SMILES	MMP13 inhibition
Cc1cccc(-n2c(SCCC(=O)O)nnc2-c2cccs2)c1C	7
O=C(NCc1ccco1)c1c2c(nc3ccccc13)CCC2	5

Continuation:
SMILES	MMP13 inhibition
CCOC(=O)c1ccc(N2C(=O)C3C(C2=O)C(C(=O)c2ccc(Cl)cc2)N2CCCC32)cc1 (stereo not drawn)	7
COc1cc(NS(=O)(=O)c2ccc(N)cc2)nc(OC)n1	-3
CCOC(=O)Cn1c(CN2CCN(c3cccc(Cl)c3)CC2)nc2c1c(=O)[nH]c(=O)n2C	1
COc1ccc(-c2cc(-c3cccs3)c(C#N)c(SCC(=O)NCc3ccco3)n2)cc1	1
COc1ccc2nc(C)cc(C(=O)O)c2c1	1
CCOc1ccc2[nH]c(=O)c(CN(Cc3nnnn3Cc3ccccc3)CC3CCCO3)cc2c1 (stereo not drawn)	11
CCc1cc2c3c(c(=O)oc2cc1O)CCCC3	-17
COc1ccc(-n2c(N)c(C(=O)NCC3CCCO3)c3nc4ccccc4nc32)c(OC)c1 (stereo not drawn)	-22
N#Cc1c2c(c(NCCN3CCOCC3)n3c1nc1ccccc13)CCCC2	6
CCOc1ccc(-c2cc(C(=O)N3CCN(C)CC3)c3ccccc3n2)cc1	6
COc1ccc2[nH]c(=O)c3c(c2c1)OC(C)(C)C=C3	5
COc1ccc(-c2ccc(-c3nnc(-c4ccncc4)o3)cc2)cc1	0
COc1cc(-c2nc3ccccn3c2NCC2CCCO2)ccc1O (stereo not drawn)	-11
COCCOC(=O)c1c(C)oc2ccc(OCc3cc(C(=O)OC)oc3C)cc12	-2
O=C(COc1ccccc1)Nc1cccc2nsnc12	3
CC(=O)N1CC=C2C(C#N)=C(N)C(C#N)(C#N)C(C)C2C1 (stereo not drawn)	3
CS(=O)(=O)c1ccc(Cl)c(NC(=O)COC(=O)CNC(=O)c2ccc(Br)o2)c1	4
COc1ccc(-c2cc3ccccc3oc2=O)cc1NC(=O)c1ccc(Br)o1	-11
OCCNc1ncnc2ccc(Br)cc12	3
COCCn1c(=S)[nH]c2ccc(N(C)C)cc2c1=O	7

Laid out differently: 3 of the compounds above
Molecule: CS(=O)(=O)c1ccc(Cl)c(NC(=O)COC(=O)CNC(=O)c2ccc(Br)o2)c1
  MMP13 inhibition: 4

Molecule: OCCNc1ncnc2ccc(Br)cc12
  MMP13 inhibition: 3

Molecule: COc1cc(-c2nc3ccccn3c2NCC2CCCO2)ccc1O (stereo not drawn)
  MMP13 inhibition: -11

(more compounds)
SMILES	MMP13 inhibition
CCNc1cc2oc(=O)c(CN3CCOCC3)c(C)c2cc1C	-18
COCCNC(=O)c1c(N)n(-c2cccc(C)c2)c2nc3ccccc3nc12	-12
CCCN1CCN(C(c2cc3cc(OCC)ccc3[nH]c2=O)c2nnnn2C2CCCCC2)CC1 (stereo not drawn)	-1
CCCN1CC23C=CC(O2)C(C(=O)O)C3C1=O (stereo not drawn)	6
c1cncc(C2Nc3ccccc3-c3nc4ccccc4n32)c1 (stereo not drawn)	-17
CCC(C)(C)n1nnnc1C(c1cc2cc3c(cc2[nH]c1=O)OCO3)N1CCN(C)CC1 (stereo not drawn)	-4
Cc1nc2c(ccc3nc(NC(=O)c4ccc5c(c4)OCCO5)sc32)s1	5
Cc1cc(=O)[nH]c(SCc2nc3ncccn3c2Br)n1	-3
CCOC(=O)N1CCN(CC(=O)Nc2c(C(=O)OC)[nH]c3ccccc23)CC1	6
Cc1csc2nc(=O)c3ccccc3n12	1
CCOC(=O)N1CCN(C(=O)c2cnn3c(C)c(Cc4ccc(C)cc4)c(C)nc23)CC1	-3
CCOC(=O)N1CCC2(CC1)CC(=O)c1c(ccc3oc(C(=O)O)c(C)c13)O2	4
c1ccc(C(c2nnnn2C2CCCCC2)N2CCc3ccccc3C2)nc1 (stereo not drawn)	0
CCCc1nnc(SCc2ccc(OCC)cc2)n1N	1
CCOC(=O)c1oc2cccc(OC(C)=O)c2c1C	8
COc1ccc(S(=O)(=O)N2CCCC2C(=O)Nc2nnc(-c3cccnc3)s2)cc1 (stereo not drawn)	8
N#Cc1nc(-c2ccccc2Cl)oc1N1CCOCC1	4
COc1ccc(OC)c(C2C=C(c3ccc(C)c(C)c3)Nc3nnnn32)c1 (stereo not drawn)	5
CC1CCN(C(=O)CSc2nnc(Cc3cc(=O)[nH]c(=O)[nH]3)n2-c2ccc(Cl)cc2)CC1	2
Cn1cc(CC(=O)N2CCN(c3ccc(Cl)cc3)CC2)c2ccccc21	4
CC1CC(C)CN(c2oc(-c3ccccc3Cl)nc2C#N)C1 (stereo not drawn)	2
N#Cc1nc(-c2ccccc2Cl)oc1NCc1ccco1	5
Cc1cc2cc(CN(Cc3ccco3)C(=O)NCc3ccccc3)c(=O)[nH]c2cc1C	6
CCC1CCCCN1CC(=O)c1c(C)[nH]c2ccccc12 (stereo not drawn)	4
CCOc1nc(-c2ccc(C)cc2)ccc1-c1noc(COC)n1	9
Cc1ccc(C(=O)Nc2ccccc2N2CCN(C(=O)C(C)C)CC2)cc1	6
COc1cc(-c2nc3cnccn3c2Nc2ccccc2)ccc1O	10
CC(C)Cn1c(N)c(S(=O)(=O)c2cccs2)c2nc3ccccc3nc21	5
COc1ccc(S(=O)(=O)N(CCCN2CCCC2=O)Cc2cc3c(C)ccc(C)c3[nH]c2=O)cc1	-7
COc1ccc(-n2ncc3c(NCC(C)C)ncnc32)cc1	0
CC(=O)c1cccc(S(=O)(=O)N2CCN(c3nc4cc(C)cc(C)c4cc3C#N)CC2)c1	3
CCOc1ccc2c(C)nc(NC3=NC(C)(C)C=C(C)N3)nc2c1	-5
COC(=O)c1sc(N)c(C(=O)OC)c1CSc1nnc(-c2ccccc2Cl)n1C	6
CN(C)CCCNc1oc(-c2cccc(Cl)c2)nc1C#N	-5
COC(=O)c1c(NC(=O)c2nn(C)cc2Cl)sc2c1CCCC2	3
COc1ccccc1-c1nc(-c2ccccn2)no1	6
COc1ccc(-c2ccc(CCC(=O)O)n2C(C)C)cc1	5
CCCN1C(=O)c2ccccc2NC1c1ccc(OC)cc1OC (stereo not drawn)	7
CC(=O)C(C)Oc1ccc2c3c(c(=O)oc2c1)CCCC3 (stereo not drawn)	1
O=C(O)C(Oc1ccc2c3c(c(=O)oc2c1)CCC3)c1ccccc1 (stereo not drawn)	8
CNC(=O)NC(=O)CSc1cccc(C(F)(F)F)c1	2
COc1ccc(C2(O)CC3CCC(C2)N3c2nc(C)cc(C)c2C#N)cc1 (stereo not drawn)	0
CC(=O)Nc1cccc(C(=O)Oc2cccc(C)c2)c1O	-1
COc1ccc(-n2cnc3cc(NCc4cccs4)ccc32)cc1	8
CS(=O)(=O)N1CCN(C(=O)c2cc(-c3cccs3)nc3ccccc23)CC1	-1
